# Assay outcomes (PubChem)
# PfHsp40 yeast = restores yeast growth despite PfHsp40 toxicity; S. cerevisiae expressing PfHsp40, growth rescue, ATP luminescence; growth rescue, % at 12.5 µM; hit rate 0.68% among 340,000; in the data active = growth rescue above about 28%, passing the limit was not always enough; inconclusive = no clear call, values can overlap the other calls;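 note: yeast W303a lacking pdr1 and pdr3 grown in galactose medium; growth measured after three days at 30 °C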
# Yp Topo-I inh = Y. pestis Topo-I inhibition via cleavage products. Y. pestis Topo-I cleavage product accumulation, plate reader. activity, % at 10 µM. hit rate 0.064% among 360,000. AID 504884; in the data active = activity above about 50%, passing the limit was not always enough; inconclusive = no clear call, values can overlap the other calls; note: inactives centre near 2
# TcdB GH inh = TcdB glycohydrolase inhibition | P18177 | TcdB glycohydrolase enzymatic assay, plate reader | AID 652162 | inhibition, % at 9.99 µM | hit rate 0.24% among 350,000; in the data active = inhibition above about 10%
# BH1578 lux ind = induces V. cholerae light production without autoinducers. V. cholerae BH1578 lux reporter, luminescence, 6 h. activation, % at 18.7 µM. hit rate 0.16% among 350,000. AID 588436; in the data active = activation mostly above about 9.7%, no sharp cut-off; inconclusive = no clear call, values can overlap the other calls; inactive = mostly below about 3.7%; note: not every result past the cut was called active; inactives centre near 0; reference of the scale not given here
# SARS 3CLpro inh = SARS-CoV 3CLpro protease inhibition; recombinant SARS-CoV 3CLpro, quenched FRET peptide cleavage; P0C6X7; inhibition, % at 6 µM; hit rate 0.14% among 290,000; in the data active = inhibition above about 12%
# Anthrax LF inh2 = anthrax lethal factor protease inhibition; P15917; multiplex microsphere protease cleavage assay, LF; inhibition, % at 10 µM; hit rate 0.12% among 360,000; AID 588501; note: plate controls were buffer without enzyme for full effect and enzyme alone for no effect
# Target sequence (P15917 whole entry, looked up): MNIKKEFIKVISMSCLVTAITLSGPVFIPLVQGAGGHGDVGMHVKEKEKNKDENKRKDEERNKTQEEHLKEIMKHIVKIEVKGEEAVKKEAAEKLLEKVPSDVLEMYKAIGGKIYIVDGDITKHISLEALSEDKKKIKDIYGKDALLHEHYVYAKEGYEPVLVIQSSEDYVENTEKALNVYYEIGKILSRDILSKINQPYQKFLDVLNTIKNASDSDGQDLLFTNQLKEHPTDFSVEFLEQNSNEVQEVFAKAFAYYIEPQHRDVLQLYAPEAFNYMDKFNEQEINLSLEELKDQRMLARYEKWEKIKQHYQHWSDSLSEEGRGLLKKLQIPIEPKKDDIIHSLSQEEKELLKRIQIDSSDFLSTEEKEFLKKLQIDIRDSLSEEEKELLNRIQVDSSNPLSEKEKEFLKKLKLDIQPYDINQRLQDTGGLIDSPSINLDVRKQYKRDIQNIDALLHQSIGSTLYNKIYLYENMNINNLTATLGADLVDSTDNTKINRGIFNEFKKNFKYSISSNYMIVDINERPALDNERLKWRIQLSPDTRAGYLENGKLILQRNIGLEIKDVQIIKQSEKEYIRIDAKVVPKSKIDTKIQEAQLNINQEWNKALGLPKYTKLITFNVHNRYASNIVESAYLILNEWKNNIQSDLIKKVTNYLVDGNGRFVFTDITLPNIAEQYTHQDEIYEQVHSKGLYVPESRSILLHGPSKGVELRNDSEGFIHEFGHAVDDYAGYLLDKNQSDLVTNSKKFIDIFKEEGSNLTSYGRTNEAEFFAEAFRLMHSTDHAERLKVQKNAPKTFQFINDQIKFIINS
# DUSP3 inh = inhibitors of human VHR1 phosphatase (DUSP3). recombinant VHR phosphatase, pNPP absorbance. inhibition, % at 13.3 µM. hit rate 0.52% among 290,000. AID 1654; in the data active = inhibition above about 50%; note: some compounds called inactive have numbers as strong as hits
# Target sequence (P51452 whole entry, looked up): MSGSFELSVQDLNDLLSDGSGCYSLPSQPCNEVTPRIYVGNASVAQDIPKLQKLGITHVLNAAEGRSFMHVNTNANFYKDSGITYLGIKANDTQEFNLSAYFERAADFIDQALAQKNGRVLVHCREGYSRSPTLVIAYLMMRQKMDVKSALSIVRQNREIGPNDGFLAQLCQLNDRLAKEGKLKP
# SSB-PriA inh = blocks PriA binding to SSB C-terminal tail | hit rate 0.6% among 430,000 | inhibition, % at 33 µM | AlphaScreen SSBct-PriA binding, biotinylated peptide; in the data active = inhibition mostly above about 37%, no sharp cut-off; inactive = mostly below about 20%;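 note: plate controls were negative control peptide for no effect and reference peptide for full effect; strong numbers were not always called active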
# CCHF vOTU inh = CCHFV vOTU protease inhibition | hit rate 0.55% among 370,000 | Pep-AMC fluorescence | inhibition, % at 11.5 µM | AID 651958; in the data active = inhibition above about 30%; note: 0% = vehicle wells with enzyme and 100% = no enzyme wells
# BoNT A protease = blocks Botulinum neurotoxin A light chain protease; multiplex microsphere protease substrate cleavage, flow cytometry; inhibition, % at 10 µM; hit rate 0.17% among 360,000; note: plate controls were buffer without enzyme for full effect and enzyme alone for no effect
# The depositor's hits bear a star; i = inactive; ? = inconclusive; / = not tested or not shown. Cut-off read from the data, not from the text of the source, unless noted: active = inhibition above about 30%; inconclusive = no clear call, values can overlap the other calls; inactive = below that. Some of the compounds tested. The share of hits here may be higher or lower than overall.
SMILES,PfHsp40 yeast,Yp Topo-I inh,TcdB GH inh,BH1578 lux ind,SARS 3CLpro inh,Anthrax LF inh2,DUSP3 inh,SSB-PriA inh,CCHF vOTU inh,BoNT A protease
O=c1[nH]c2ccc(Cl)cc2c(-c2ccccc2)c1[N+](=O)[O-],-0.3,-2,0.3,-0.6,8,-2,4,-6,16,-1.7
O=S1(=O)CC2NC(=S)N(c3cccc(Br)c3)C2C1 (stereo not given),/,-7,1.1,i,0,-6,20,-9,-13,0.5
O=C(NC(c1ccccc1)c1ccccc1)c1cccc(S(=O)(=O)NCc2ccccc2)c1,2.3,4,-0.1,-0.2,2,-2,-5,-1,10,0.2
CCCC(=O)Nc1ccc(OCC(=O)OC)cc1,-0.6,-1,/,-11,-1,-1,28,-23,3,0.0
O=C(NCCCl)Nc1ncn[nH]1,-0.2,-5,0.5,i,/,-1,/,-27,4,-0.7
O=c1c2cnn(-c3ccc(F)cc3)c2ncn1Cc1cccnc1,0.5,-8,/,i,1,-1,82,-10,4,0.0
COC(=O)CCCn1cc(CN2CC(N(C)C)CS2(=O)=O)nn1 (stereo not given),/,/,-0.2,/,/,3,/,/,-15,0.3
CC(=O)Oc1cc2c(C(=O)NCc3ccncc3)c(C)oc2c2ccccc12,0.1,22,0.2,-0.2,/,3,22,-7,4,-0.1
O=C(CN1C(=O)S/C(=C\c2ccc(C(=O)O)cc2)C1=O)Nc1ccccc1,0.7,1,-0.2,i,0,12,19,-9,16,2.2
O=C(CNC(=O)c1ccc2c(c1)OCO2)NCc1cccs1,-1.5,2,-1.5,i,/,0,/,-6,-28,-0.3
CC(O)(CC(=O)CC(=O)c1ccccc1)c1ccccc1 (stereo not given),8.2,5,0.8,i,/,8,/,2,0,0.4
COc1ccc(CNC(=S)N/N=C(\C)c2ccc(OC)cc2)cc1,4.5,39,-0.1,-0.2,2,-4,25,/,-3,-1.1

# In another format: results already given
Structure	PfHsp40 yeast	Yp Topo-I inh	TcdB GH inh	BH1578 lux ind	SARS 3CLpro inh	Anthrax LF inh2	DUSP3 inh	SSB-PriA inh	CCHF vOTU inh	BoNT A protease
CC(=O)Oc1cc2c(C(=O)NCc3ccncc3)c(C)oc2c2ccccc12	0.1	22	0.2	-0.2	/	3	22	-7	4	-0.1
O=C(CN1C(=O)S/C(=C\c2ccc(C(=O)O)cc2)C1=O)Nc1ccccc1	0.7	1	-0.2	i	0	12	19	-9	16	2.2
O=C(CNC(=O)c1ccc2c(c1)OCO2)NCc1cccs1	-1.5	2	-1.5	i	/	0	/	-6	-28	-0.3

# Other structures.
SMILES,PfHsp40 yeast,Yp Topo-I inh,TcdB GH inh,BH1578 lux ind,SARS 3CLpro inh,Anthrax LF inh2,DUSP3 inh,SSB-PriA inh,CCHF vOTU inh,BoNT A protease
COC(=O)Cc1ccc(OCc2ccc(Cl)nc2)cc1,0.0,6,0.6,i,-5,-4,7,-12,-11,-1.1
COC(=O)[C@@]1(Sc2ccc(C)cc2)CC(=O)N[C@@H]1c1ccc(C(F)(F)F)cc1,/,/,1.6,/,/,1,/,/,19,-0.3
CC1CCN(C(=O)CSc2n[nH]c(-c3cccs3)n2)CC1,0.2,-2,-0.3,-0.5,-4,-7,2,-8,-2,-4.7
O=C(NC1(C(F)(F)F)NC(=O)N(c2ccc(F)c(Cl)c2)C1=O)c1ccncc1 (stereo not given),0.6,0,1.3,-0.2,2,-4,40,-1,-2,-3.0
Cc1ccc(NS(=O)(=O)c2cccc(C(=O)O)c2)cc1S(=O)(=O)N1CCOCC1,-0.9,0,-1.5,-0.3,10,0,15,1,8,-0.4
COC(=O)c1c(NC(=O)CSc2ccccc2N)sc(C)c1C,-0.4,-3,1.3,i,0,-1,24,-9,-4,0.7
O=C(CN1CCN(S(=O)(=O)c2ccc(Br)s2)CC1)NCC1CCCCC1,/,36,0.0,i,/,-1,/,/,13,-0.1
O=C(Cc1ccc(-c2ccccc2)cc1)NCc1ccccc1,0.1,2,/,-0.1,5,1,-7,3,-14,1.8
COc1ccc(S(=O)(=O)NCCC(=O)NC(C)c2ccccc2)cc1 (stereo not given),0.7,7,/,-4.2,-1,0,3,6,-1,0.7
O=C(Nc1ccc(N2CCN(c3ccc(O)cc3)CC2)cc1)Oc1ccccc1,1.2,-14,-1.4,i,0,-5,8,11,-14,?
COc1cc(/C=C/C(=O)OCC(=O)Nc2ccc([N+](=O)[O-])cc2)ccc1O,1.7,-10,1.8,i,1,-1,8,-2,-3,-1.0
COc1ccc(S(=O)(=O)N(C)C)cc1NC(=O)CSc1ncccn1,-0.7,8,-1.1,0.0,-1,-1,30,-3,8,-0.2
CCOC(=O)N1CCN(C(=O)c2ccc(CNS(=O)(=O)c3ccc(NC(C)=O)cc3)cc2)CC1,0.6,2,1.0,i,2,-1,-4,-9,8,0.9
CC(C)OC(=O)/C(=C/c1ccc(Br)cc1)NC(=O)c1ccco1,-1.2,-1,/,-0.1,1,-1,-2,0,-17,0.0
CCOc1ccc(CCNC(=O)COC(=O)c2ccc(C)s2)cc1OCC,0.0,17,2.7,i,5,-1,-8,-24,-9,-3.4
CCCCn1nc2cc(C(=O)NCCc3cccs3)ccc2c1OCC,0.2,13,2.0,i,0,-3,9,4,-24,-0.7
CC(=O)Nc1ccc(C(=O)N/N=C(\C)CC(=O)Nc2ccc(OCc3ccccc3)cc2)cc1,-0.5,9,/,i,-3,-4,2,/,7,0.0
C[C@@H]1C(NC(=O)c2ccccc2)CC2CC1C2(C)C (stereo not given in full),0.9,11,2.1,i,-2,-15,13,-5,-11,0.4
Cc1nc(NC(=O)c2ccc(F)cc2)nc2cc3c(cc12)OCO3,-1.8,-3,/,-0.4,2,0,25,-4,-1,-2.2
CN(CC1COc2ccccc2O1)C(=O)c1ccc(Cl)c(S(=O)(=O)N2CCCCCC2)c1 (stereo not given),-0.2,23,0.3,0.3,/,-1,/,-2,7,0.1
COc1ccc2oc(C(=O)OCC(=O)N3C(C)CCCC3C)c(C)c2c1 (stereo not given),-0.5,-2,0.2,1.4,-1,-3,10,4,-15,-1.5
N#Cc1c(-c2ccccc2)nc(-c2ccccc2)nc1N1CCOCC1,0.8,-5,/,i,7,4,-2,-19,2,-1.5
COc1cc(NC(=S)NC2CC2)c(OC)cc1Cl,0.1,-1,-0.7,-0.3,1,-4,-4,0,-4,0.6
O=C(CCN1CCOCC1)NC1CCCN(Cc2ccccc2F)C1 (stereo not given),-2.0,-6,-0.2,-1.4,2,-1,19,2,-13,1.3
Cc1noc(C)c1S(=O)(=O)N(CC(=O)NCc1ccc(Cl)cc1)c1ccc2c(c1)OCO2,0.2,0,0.2,-0.2,-3,-17,0,-4,3,-0.7
COc1ccccc1C(=O)Nc1cc(-c2ccc(C)cc2)no1,/,2,0.5,0.5,4,-4,/,-8,-4,2.0
O=C(Nc1ccc2c(c1)[nH]c(=O)c1ccccc12)C(F)(F)F,0.0,3,1.3,0.1,/,-3,/,-14,3,-0.3
O=C(C(c1ccccc1)c1ccccc1)N(Cc1ccco1)C1CCS(=O)(=O)C1 (stereo not given),-0.3,-4,/,i,-5,2,21,3,14,0.5
O=C(C=Cc1ccc(Cl)s1)c1ccc(Cl)s1,-1.1,2,1.2,i,/,3,/,-7,5,3.6
CCCn1c(NC(=O)c2ccc(C)cc2)nc2ccccc21,1.2,0,/,i,-3,3,6,-18,7,0.1
N=c1oc2ccc3ccccc3c2cc1-c1nnc2n1CCCCC2,-1.0,2,/,i,-1,-3,10,-7,-318,1.1
COc1ccc(C2/C=C\CN(C(=O)Nc3ccccc3-c3ccccc3)CC(=O)N2Cc2ccc(F)cc2)cc1 (stereo not given),5.0,34,/,i,/,-3,11,12,/,-0.3
O=C(CNC(=O)C12CC3CC(CC(C3)C1)C2)N1CCN(S(=O)(=O)c2cccs2)CC1,-1.4,12,/,-0.8,3,2,0,-2,-12,0.5
O=C(OCc1ccccc1)C1=[N+]([O-])OC(C(=O)OCc2ccccc2)C1c1c[nH]c2ccccc12 (stereo not given),0.3,0,/,-0.5,2,-3,33,9,1,-0.2
COc1ccc(N2C3=C(CC4=C2CC(C)(C)CC4=O)C(=O)CC(C)(C)C3)cc1,-0.5,3,-8.0,1.5,2,5,13,4,4,0.4
Cc1noc(C)c1C(=O)Nc1ccc(N(C)C)cc1,0.7,-3,2.7,3.6,-2,-3,5,-4,18,0.6
CCC(C)n1nccc1NC(=O)C(C)Cl (stereo not given),-0.3,-2,0.2,-0.2,0,2,8,-13,10,0.1
CC1(C)CC(=O)C=C(c2cccc3c2oc2ccccc23)C1,8.5,28,-2.6,i,/,1,/,-7,2,-0.5
Cc1ccc(CC23CN4CCN(CC(C4)C2O)C3)c(C)c1 (stereo not given),0.2,-3,/,-0.4,-7,-10,0,-10,3,0.5
Cc1ccccc1OCC(=O)Nc1cc(Cl)ccc1Oc1ccccc1,-0.1,11,-0.8,-0.2,6,1,-13,-2,7,0.1
Cn1cccc1CC(=O)N/N=C/C=C/c1ccco1,0.5,-1,1.5,-0.3,-1,0,1,/,0,-0.1
COc1cc(/C=C2\C(=N)N3N=C(CC(=O)N4CCOCC4)SC3=NC2=O)cc(OC)c1OC,0.8,3,0.2,-0.2,5,-1,-16,-9,15,-1.5
CC(C)[C@H](N[C@@H](C)c1ccccc1)c1c(O)ccc2ccccc12,1.3,1,1.9,i,2,-4,4,12,-8,-2.4
COc1cc2ccccc2cc1C(=O)N1CCOCC1,0.6,8,0.0,i,/,-1,/,-10,1,-3.2
Cc1ccc(C(=O)Nc2sc(Cc3ccc4c(c3)OCO4)c(C)c2C(N)=O)cc1,0.2,-6,0.9,-1.5,1,-9,-4,-1,0,-0.9
C=C1CCN([C@@H](Cc2ccccc2)C(=O)NCCCc2ccccc2)S(=O)(=O)c2ccccc21,3.3,49,1.2,i,/,-6,/,-3,5,0.4
CCCCn1nnnc1SCC(=O)N(CC)CC,0.2,7,/,0.1,-3,3,-19,-21,-1,-0.4
COc1cc2cnc(-c3ccccc3)cc2cc1OC,2.5,0,4.2,-8.3,/,-1,/,-9,2,-0.4
CCN(CC)c1ccc(C2C(C(=O)OCCOC)=C(C)NC3=C2C(=O)CC(C)(C)C3)cc1 (stereo not given),0.1,17,/,i,2,-4,8,12,12,-0.2
Cc1ccc2nc(/C(C#N)=C\c3ccc(OC(=O)c4cccs4)cc3)[nH]c2c1,-0.4,-3,/,-0.5,2,0,35,1,-10,-0.7
C[C@H](CO)N1C[C@H](C)[C@@H](CN(C)CC2CCCCC2)Oc2c(NS(=O)(=O)c3cccs3)cccc2C1=O,-0.6,16,0.9,i,/,4,/,-8,/,-0.1
COc1ccc(C(C)n2c(C)c3c(C)nnc(C)c3c2C)cc1 (stereo not given),0.0,10,/,-1.4,4,-1,17,6,-10,3.3
COc1ccc(C(CNC(=O)c2ccc(NS(=O)(=O)c3ccc(F)c(C)c3)cc2)N2CCCC2)cc1 (stereo not given),0.8,-9,0.1,0.0,/,-1,/,3,-6,-1.5
Cc1ccc(NC(=O)Cc2csc(-c3ccccc3)n2)cc1F,11,12,1.3,3.1,3,1,14,-9,-4,1.8
O=C(N/N=C1\C/C(=N\NC(=O)c2ccncc2)c2ccccc21)c1ccncc1,0.0,-5,-6.7,-0.3,-2,-12,6,/,93*,0.8

# Complete entries, looked up by structure. Order of screens: PfHsp40 yeast | Yp Topo-I inh | TcdB GH inh | BH1578 lux ind | SARS 3CLpro inh | Anthrax LF inh2 | DUSP3 inh | SSB-PriA inh | CCHF vOTU inh | BoNT A protease
# Entry for COc1ccc(C(CNC(=O)c2ccc(NS(=O)(=O)c3ccc(F)c(C)c3)cc2)N2CCCC2)cc1 (stereo not given) : 0.8 | -9 | 0.1 | 0.0 | / | -1 | / | 3 | -6 | -1.5
# Entry for COc1ccc(C(C)n2c(C)c3c(C)nnc(C)c3c2C)cc1 (stereo not given) : 0.0 | 10 | / | -1.4 | 4 | -1 | 17 | 6 | -10 | 3.3
